Source: PubChem BioAssay
M. tuberculosis HTS = M. tuberculosis growth inhibition, HTS (AID 449762). M. tuberculosis H37Rv growth inhibition, 7H9 media; higher % means a stronger effect. inhibition, % at 25 µM, or IC50 in µM where a hit was titrated. 330,000 compounds, 0.59% hits; in the data active = a potency from the dose series; inconclusive = inhibition above about 70% without an active follow-up result;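 note: bacterial growth assessed after seven days of incubation; strong numbers were not always called active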
Salmonella PhoP GFP = Inhibition of PhoP regulon, Salmonella typhi GFP reporter cells, confirmation, 4 h (AID 1850); Salmonella Typhi PhoP-promoter GFP reporter, fluorescence, 4 h; higher % means a stronger effect; inhibition, % at 50 µM, or IC50 in µM where a hit was titrated; 310,000 compounds, 0.33% hits; in the data active = a potency from the dose series; inconclusive = inhibition mostly from about 25% at the one dose, without a potency; inactive = the rest, 99 in 100 with inhibition below about 19%;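 note: 0% = induced wells with vehicle and 100% = uninduced wells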
VEEV TC-83 Vero = inhibitors of VEEV TC-83 cytopathic effect, confirmation, Vero cells (AID 588727); 350,000 compounds, 0.13% hits; inhibition, % at 20 µM; hits with a dose series show IC50 in µM; Vero cells, VEEV TC-83 cytopathic effect inhibition; higher % means a stronger effect; in the data active = a potency from the dose series; inconclusive = inhibition mostly from about 14% at the one dose, without a potency; inactive = the rest, 99 in 100 with inhibition below about 12%; note: strong numbers were not always called active
tuberculosis growth = growth inhibition of non-replicating M. tuberculosis (AID 488890). one-dose inhibition, % at 25 µM; IC50 in µM for titrated hits. 320,000 compounds, 0.39% hits. Mycobacterium tuberculosis non-replicating, growth inhibition; higher % means a stronger effect; in the data active = a potency from the dose series; inconclusive = inhibition mostly from about 82% at the one dose, without a potency; inactive = the rest, 99 in 100 with inhibition below about 76%;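 note: plate controls were DMSO cells for no effect and high antibiotic wells for full effect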
influenza NS1A = H1N1 influenza NS1A inhibitors, functional cell based assay (AID 504329); NS1A functional cell-based assay, percent inhibition; higher % means a stronger effect; inhibition, % at 12.5 µM, or IC50 in µM where a hit was titrated; 340,000 compounds, 0.3% hits; in the data active = a potency from the dose series; inconclusive = inhibition above about 27% without an active follow-up result; note: strong numbers were not always called active
VEEV TC-83 Vero 10K pilot screen = second read-out of VEEV TC-83 Vero, no call of its own (marks repeat the call); inhibition, %; measured here: 10K pilot screen inhibition
* hit, by the source's call; i = inactive; ? = inconclusive; / = not tested or not shown. This is a random part of the collection; about 1.6% have a hit in one of these screens.

SMILES	M. tuberculosis HTS	Salmonella PhoP GFP	VEEV TC-83 Vero	tuberculosis growth	influenza NS1A	others
COc1ccc(-n2nc3cc(C)c(NC(=O)c4cccnc4)cc3n2)cc1	1%	-3%	1.1%	7%	5%
COc1ccc(/C=N/NC(=O)c2ccc(-n3cnnn3)cc2)cc1	/	/	1.9%	/	-6%
Cc1ccc(OCCC(=O)OCC(=O)N2CCN(S(=O)(=O)c3ccc(C)cc3C)CC2)cc1	?	-6%	1.6%	24%	-4%
CN1C(=O)C2(NC(=O)c3ccccc3N2C)c2ccccc21 (stereo unspecified)	-1%	-3%	2.9%	-3%	0%
Cc1ccc(NC(=O)OCCNC(=O)OC(C)C)cc1	2%	-1%	1.0%	/	-9%
COc1ccc(CN2C(=O)NC(=O)/C(=C\c3ccc(OC)c(OC)c3OC)C2=O)cc1	-1%	5%	i	4%	-8%
Cc1cc(NC(=O)C(C)C)ncc1NC(=O)c1ccccn1	-5%	-4%	0.8%	-9%	7%
CC(=O)c1c(N2CCOCC2)nc(=O)n(-c2ccccc2)c1C	-25%	-16%	1.0%	-7%	-1%
O=C(NCC1CCCO1)C1CCN(C2CCN(C3CCCCCC3)CC2)CC1 (stereo unspecified)	1%	1%	0.1%	-9%	-9%
C/C(CCN1CCc2nc(-c3ccccc3)c(-c3ccccc3)cc2C1)=N\O[C@@H](C)c1cc(-c2c(C)cc(C)cc2C)no1	-5%	-27%	1.6%	27%	14%
Cc1cc(C)c2ccc(=S)[nH]c2n1	-2%	22%	0.6%	2%	6%
COc1cc(/C=C(/NC(=O)c2ccccc2)C(=O)Nc2cccc(O)c2)c([N+](=O)[O-])cc1OC	0%	0%	0.2%	-1%	0%
COc1ccc(N(CC(=O)NCc2ccncc2)S(=O)(=O)c2ccccc2[N+](=O)[O-])c(OC)c1	7%	10%	0.3%	-14%	-4%
COc1ccc(C(CNC(=O)c2oc3c(Cl)cccc3c2C)N2CCCC2)cc1 (stereo unspecified)	50%	1%	0.2%	25%	10%
COc1ccc(/C=C2/SC(=S)N(CCCC(=O)Nc3ccc(O)cc3)C2=O)cc1	69%	2%	9.8%	/	10%
O=C(CSc1nnc(CNC(=O)c2ccc(F)cc2)o1)NCc1ccc2c(c1)OCO2	-19%	-8%	2.1%	?	-4%
O=C(CN1CCN(C(=O)c2ccc(OCc3cn4ccccc4n3)cc2)CC1)Nc1cccc(F)c1	-3%	/	7.8%	13%	-23%
COc1cccc(NC(=S)N(Cc2cccc(Br)c2)CC2CCC(C(=O)O)CC2)c1 (stereo unspecified)	6%	-15%	0.9%	-3%	-10%
C=CCn1c(SCC(=O)N(CCOC)c2c(N)n(CCCC)c(=O)[nH]c2=O)nnc1-c1ccc(Cl)cc1	-2%	-5%	1.2%	6%	-1%
CCOC(=O)c1c(NC(=O)C(Sc2ccccc2)c2ccccc2)sc(C(=O)N(C)C)c1C (stereo unspecified)	5%	-3%	4.1%	31%	-1%
CC(C)(C)NC(=O)CSc1nc(O)cc(=O)[nH]1	-4%	-8%	1.3%	-3%	3%
CSc1cc(N2CCOCC2)nc(-c2ccccc2Cl)n1	4%	-4%	i	41%	-7%
O=C(COC(=O)/C=C/c1ccccc1Cl)NC(=O)NC1CCCC1	/	/	1.0%	/	5%
COc1ccc(/C=N/NC(=O)c2ccncc2)cc1CN1CCN(c2ccc(F)cc2)CC1	?	3%	0.5%	74%	0%
O=C(CSc1nnc(-c2ccco2)o1)NC(=O)C1COc2ccccc2O1 (stereo unspecified)	-6%	5%	i	15%	-43%

(further entries)
SMILES	M. tuberculosis HTS	Salmonella PhoP GFP	VEEV TC-83 Vero	tuberculosis growth	influenza NS1A	others
O=S(=O)(c1ccccc1)c1ccc(C(F)(F)F)cn1	6%	0%	1.1%	72%	-4%
Cc1ccc(Nc2ccccc2)cc1	-2%	-7%	0.9%	/	9%
CCC(Sc1nc2ccccc2c(=O)n1CCN1CCOCC1)C(=O)NCc1cccnc1 (stereo unspecified)	-6%	-4%	3.4%	-5%	-5%
CC/C(=N\NC(=S)NC(C)C)c1ccc(OC(F)F)cc1	?	5%	i	?	3%
CC1CCN(C(=O)c2[nH]cnc2C(=O)N[C@@H](C)C(=O)OC(C)(C)C)CC1	-5%	-1%	1.0%	19%	-14%
COc1ccc(/C=C2\CCn3c2nc2cc(C(=O)O)ccc2c3=O)cc1OC	1%	-11%	5.2%	-18%	3%
COc1ccc(-n2c(O)c(C(C)=NC3CC3)c(=O)[nH]c2=O)cc1	-1%	3%	0.4%	-17%	8%	VEEV TC-83 Vero 10K pilot screen=0.9
O=C(N/N=C/c1cccc(NC(=O)c2ccc(Cl)cc2)c1)c1ccc(O)cc1	-6%	5%	3.3%	4%	-6%
CC(C)c1ccc2[nH]c(O)c(N=NC(=O)c3cccc(S(=O)(=O)N4CCCCC4)c3)c2c1	?	2%	7.9%	24%	-3%
O=C(Nc1ccccc1Cl)O/N=C(/c1ccccc1)c1ccccn1	-3%	10%	0.5%	-1%	5%
CN1CCN(C2=NC(=O)/C(=C/c3ccccc3OS(=O)(=O)c3ccccc3)S2)CC1	2%	-3%	4.9%	5%	-12%
O=C(CC1(O)C(=O)Nc2ccccc21)c1cccnc1 (stereo unspecified)	-1%	-6%	0.5%	4%	5%
CNC(=S)NNS(=O)(=O)c1ccc(OC)cc1OC	0%	-2%	0.2%	-11%	3%
NC(=O)c1ccc(NC(=O)COC(=O)C(Cc2ccccc2)NC(=O)c2ccccc2)cc1 (stereo unspecified)	-5%	2%	0.9%	-8%	4%
COc1ccc(N(CC(=O)NCc2ccccc2C)S(=O)(=O)c2ccc(C)cc2)cc1OC	-2%	12%	0.7%	3%	-10%
C=CCn1c(SCc2nc3sc4c(c3c(=O)[nH]2)CCCC4)nc2ccccc2c1=O	0%	-5%	0.2%	-7%	0%
CC(=O)c1cc2c(O)c(O)ccc2o1	-3%	-3%	0.6%	19%	-1%	VEEV TC-83 Vero 10K pilot screen=0.0
O=C(CN1CCCCC1)Nc1ccccc1C(=O)NC1CC1	/	/	0.7%	/	3%
O=C(C[n+]1ccc(/C=N/O)cc1)NCc1ccccc1	5%	7%	0.1%	2%	-3%
NS(=O)(=O)c1cccc(-n2cnnn2)c1	6%	2%	0.7%	5%	-7%
Cc1cc(C)n(CCc2nc(-c3ccc(F)cc3)cs2)n1	8%	-9%	i	61%	7%
COCCNC(=O)c1c[nH]c2ccc(S(=O)(=O)N(C)c3ccc(C)c(C)c3)cc2c1=O	-9%	-8%	5.1%	-12%	-10%
Cc1cc(C)c(S(=O)(=O)Nc2ccc[nH]c2=O)c(C)c1	-1%	-2%	0.4%	2%	-12%
COc1ccc(N2CCN(CCCNC(=O)c3ccc(CS(=O)(=O)c4ccc(OC)cc4)o3)CC2)cc1	4%	5%	2.0%	29%	7%
O=C(Nc1ccc(F)cc1F)N1CCN(CCc2ccccc2)CC1	-7%	2%	1.2%	-9%	-18%

Brought forward from above: two compounds, then new ones.
SMILES	M. tuberculosis HTS	Salmonella PhoP GFP	VEEV TC-83 Vero	tuberculosis growth	influenza NS1A	others
COc1ccc(N2CCN(CCCNC(=O)c3ccc(CS(=O)(=O)c4ccc(OC)cc4)o3)CC2)cc1	4%	5%	2.0%	29%	7%
O=C(Nc1ccc(F)cc1F)N1CCN(CCc2ccccc2)CC1	-7%	2%	1.2%	-9%	-18%
Cc1ccc(CSc2nnc(C)c(=O)n2N)cc1	6%	-17%	0.6%	9%	-7%
CC(=O)c1ccc(N2CCN(C(=O)c3cc(-c4ccc5c(c4)OCO5)nc4ccccc34)CC2)cc1	3%	-7%	7.5%	37%	-1%
c1ccc(OCC2CO2)cc1 (stereo unspecified)	-7%	/	0.1%	-14%	-14%
CN(Cc1c(F)cccc1Cl)C(=O)c1ccc2ccccc2n1	2%	12%	0.8%	22%	4%
Nc1cc[n+](CC(=O)c2ccc3c(c2)OCCO3)cc1	6%	-2%	25%	25%	3%
O=C(COC(=O)c1ccc(O)cc1O)NC(=O)c1ccccc1	/	/	2.0%	/	-4%
COc1ccc(NC(=O)c2cc3c(=O)n4ccccc4nc3n2C)c(OC)c1	-2%	-2%	1.8%	-17%	-3%
N#CCCN(Cc1cccnc1)S(=O)(=O)c1ccc2ccccc2c1	3%	/	3.6%	8%	-11%
CCOC(=O)N1C=CC(C)=C[C@@H]2[C@@H](N3C(=O)c4ccccc4C3=O)C(=O)N21	-1%	-3%	0.2%	-6%	4%
O=C1NC(=S)N/C1=C\c1cccnc1	0%	7%	5.9%	-4%	8%
Cc1cccc(NC(=O)C2CCN(c3nc(C)cc(C)n3)CC2)c1	2%	17%	0.9%	20%	1%
Cc1ccc(N=Cc2cc(Cc3ccccc3Cl)cc([N+](=O)[O-])c2O)c(O)c1	?	-3%	i	?	3%
O=C(OCc1nnc(-c2ccccc2)o1)c1ccc(-n2cnnn2)cc1	8%	-3%	i	17%	12%
CN(C)C(=O)c1nc2ccc(Cl)cn2c1CN1CCCC(OCc2ccccc2)C1 (stereo unspecified)	-4%	3%	i	4%	5%	VEEV TC-83 Vero 10K pilot screen=0.2
CCN(C(=O)CSc1nnc(Nc2cccc(C)c2C)s1)C1CCS(=O)(=O)C1 (stereo unspecified)	5%	-12%	0.7%	-2%	7%
Cc1cccc(C(=O)Nc2cccc(NC(=O)c3ccccc3)c2)c1	7%	-5%	7.6%	33%	2%
COc1cccc(CNc2nnnn2C)c1OC	-24%	-9%	i	-30%	-3%
CCOC(=O)c1c(NC(=O)C(c2ccccc2)c2ccccc2)sc2c1C1CCN2CC1	19%	-11%	2.7%	71%	6%
O=C(COC(=O)c1cccs1)Nc1ccc(F)c(F)c1	0%	/	3.8%	-11%	-12%
CCn1cc(C(=O)NC(C)C23CC4CC(CC(C4)C2)C3)cn1 (stereo unspecified)	-5%	-6%	0.2%	2.7µM*	13%
CCCNC(=O)C1CCN(S(=O)(=O)c2ccc3c(c2)OCCO3)CC1	-9%	5%	0.4%	-19%	-3%
CC1(C)CC(=O)C2=C(C1)N=C1SCCC(=O)N1C2c1ccccc1 (stereo unspecified)	-10%	2%	0.8%	6%	-4%
O=C(NCCN1CCOCC1)C1CCC(CNS(=O)(=O)c2ccccc2)CC1 (stereo unspecified)	-4%	-8%	i	-15%	-3%	VEEV TC-83 Vero 10K pilot screen=0.5
O=C(Nc1nnc(-c2ccc(Br)cc2)o1)c1cccc(N2C(=O)CCC2=O)c1	?	-8%	1.4%	?	-13%
CN(C)C(CNC(=S)Nc1ccc(Cl)cc1)c1cccnc1 (stereo unspecified)	-10%	0%	0.0%	7%	2%

Grouped by structure, the compounds so far with fluorine (nine)
SMILES	M. tuberculosis HTS	Salmonella PhoP GFP	VEEV TC-83 Vero	tuberculosis growth	influenza NS1A	others
O=C(CSc1nnc(CNC(=O)c2ccc(F)cc2)o1)NCc1ccc2c(c1)OCO2	-19%	-8%	2.1%	?	-4%
O=C(CN1CCN(C(=O)c2ccc(OCc3cn4ccccc4n3)cc2)CC1)Nc1cccc(F)c1	-3%	/	7.8%	13%	-23%
COc1ccc(/C=N/NC(=O)c2ccncc2)cc1CN1CCN(c2ccc(F)cc2)CC1	?	3%	0.5%	74%	0%
O=S(=O)(c1ccccc1)c1ccc(C(F)(F)F)cn1	6%	0%	1.1%	72%	-4%
CC/C(=N\NC(=S)NC(C)C)c1ccc(OC(F)F)cc1	?	5%	i	?	3%
Cc1cc(C)n(CCc2nc(-c3ccc(F)cc3)cs2)n1	8%	-9%	i	61%	7%
O=C(Nc1ccc(F)cc1F)N1CCN(CCc2ccccc2)CC1	-7%	2%	1.2%	-9%	-18%
CN(Cc1c(F)cccc1Cl)C(=O)c1ccc2ccccc2n1	2%	12%	0.8%	22%	4%
O=C(COC(=O)c1cccs1)Nc1ccc(F)c(F)c1	0%	/	3.8%	-11%	-12%
